Screening results deposited in PubChem BioAssay by several laboratories.
aDG glyco act – alpha-DG glycosylation activation; Pro5-aDG cells, alpha-DG glycosylation AlphaScreen (IIH6); 0% Pro5, 100% B10-LARGE cell signal; activation, % at 10 µM; 0.22% of 360,000 active;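 active means activation of at least 8% versus controls, or a plate z-score of at least 8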;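 further: Pro5 are CHO cells carrying HIG-tagged alpha-DG that lacks glycosylation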
PDI inh – PDI (human) enzyme inhibition | P07237 | PDI insulin aggregation turbidity, A650, 90 min | inhibition, % at 10 µM | 0.052% of 350,000 active | AID 588391;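 active means mean inhibition across replicates of 30% or more, whatever share of single replicates reach that level; inconclusive means mean inhibition below 30% while every single replicate reaches 30%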;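 further: absorbance from insulin aggregation driven by PDI reduction with DTT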
Target sequence (P07237 whole entry, looked up): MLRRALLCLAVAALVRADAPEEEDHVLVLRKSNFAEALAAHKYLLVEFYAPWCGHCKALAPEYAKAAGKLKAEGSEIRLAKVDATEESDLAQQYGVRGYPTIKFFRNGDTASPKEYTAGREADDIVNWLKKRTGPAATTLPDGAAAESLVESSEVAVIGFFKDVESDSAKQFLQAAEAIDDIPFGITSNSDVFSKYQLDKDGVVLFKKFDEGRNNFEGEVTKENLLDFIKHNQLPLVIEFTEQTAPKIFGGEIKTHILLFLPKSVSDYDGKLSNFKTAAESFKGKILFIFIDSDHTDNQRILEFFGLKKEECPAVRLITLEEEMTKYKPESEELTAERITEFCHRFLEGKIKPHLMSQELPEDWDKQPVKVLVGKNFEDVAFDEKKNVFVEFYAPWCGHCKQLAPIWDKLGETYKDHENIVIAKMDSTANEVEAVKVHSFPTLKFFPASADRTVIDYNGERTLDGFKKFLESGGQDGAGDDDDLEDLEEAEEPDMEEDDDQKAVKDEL
hiPSC survival – enhancers of human iPSC single-cell survival. survival enhancement, % at 20 µM. hiPSC single-cell survival, ATPlite luminescence; 100% = ROCK inhibitor wells, 0% = DMSO. AID 602274. 0.044% of 360,000 active; in the data active means survival enhancement above about 18%;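 further: cells exposed to compounds for 16 hours before the ATP read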
ABCB6 inh MLPCN – human ABCB6 transporter inhibition. K562-ABCB6 porphyrin accumulation, flow cytometry, 1 h; active compounds read low. fluorescence ratio to DMSO, % at 10 µM. 0.19% of 360,000 active;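 active means fluorescence ratio to DMSO below 75%, the collection mean minus 3 SD; inconclusive means too few cells collected in the well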;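 further: signal is porphyrin accumulated inside mitochondria; 100% equals median channel fluorescence of DMSO control wells; lower ratio means ABCB6 inhibition with less porphyrin fluorescence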
Glyco luc inh – blocks N-linked glycosylation in D54 reporter cells; D54 ERlucT glycosylation luciferase reporter, 24 h; percent of 100 nM tunicamycin response; reporter increase, % at 12.5 µM; 0.23% of 360,000 active; AID 588692;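 active means mean luciferase reporter signal, scaled so untreated is 0 and the glycosylation-blocking control 100, at or above a set limit in every replicate; inconclusive means mean reaches the limit but not every replicate does; inactive means mean below the limit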;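 further: luciferase carries N-glycosylation sites so blocking glycosylation raises the light; 0% = median of neutral control wells and 100% = median of 100 nM tunicamycin wells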
H9c2 protect – protects H9c2 cardiomyocytes from peroxide injury | H2O2 injury protection, ATPLite, 2 h | protection from H2O2 cell death, % at 20 µM | 0.63% of 360,000 active | AID 588492;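 active means compounds giving at least 50% protection of heart cells from peroxide-induced death in the single-dose screen, raw or plate-pattern-corrected value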;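 further: 0% = DMSO wells with peroxide and 100% = DMSO wells without peroxide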
HTR2A ag – mouse HTR2A agonism via beta-arrestin recruitment; activation, % at 7.6 µM; P35363; CHO-K1 mHTR2A beta-arrestin complementation, luminescence; percent of 30 µM serotonin response; 0.66% of 360,000 active;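 active means activation above a run cutoff, the mean activation of all tested compounds plus 3 SD, cut at about 14% in these data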;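 further: 0% = plate median of compound wells and 100% = 30 µM serotonin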
Target sequence (P35363 whole entry, looked up): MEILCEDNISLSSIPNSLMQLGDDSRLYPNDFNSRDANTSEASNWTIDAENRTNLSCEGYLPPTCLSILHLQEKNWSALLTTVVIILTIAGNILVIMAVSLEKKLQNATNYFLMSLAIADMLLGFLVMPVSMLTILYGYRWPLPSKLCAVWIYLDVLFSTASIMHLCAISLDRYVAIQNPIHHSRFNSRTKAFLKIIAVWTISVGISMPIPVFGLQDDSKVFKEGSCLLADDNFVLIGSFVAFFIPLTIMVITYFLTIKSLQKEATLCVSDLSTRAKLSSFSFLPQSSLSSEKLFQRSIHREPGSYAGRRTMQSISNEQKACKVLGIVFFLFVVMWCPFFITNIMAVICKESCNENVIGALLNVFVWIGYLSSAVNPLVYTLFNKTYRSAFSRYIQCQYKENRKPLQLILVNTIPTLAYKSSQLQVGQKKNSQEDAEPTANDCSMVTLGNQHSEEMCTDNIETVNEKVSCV
Exocytosis inh – lytic granule exocytosis inhibition. inhibition, % at 10 µM. 0.66% of 360,000 active. TALL-104 LAMP-1 surface exposure, flow cytometry; cells stimulated with thapsigargin and PMA;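 active means inhibition above about 55%, limit read from the data; inconclusive means no clear call, values can overlap the other calls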
CaV13 FRET inh – Primary screen for inhibitors of IQ motif and Ca2+-dependent inactivation inhibitor domain binding in CACNA1D, Förster resonance energy transfer in living cells, … | HEK cells, CFP/YFP FRET ICDI-IQ, plate reader, 10 min; percent FRET-ratio fall versus neutral wells | inhibition, % at 12.3 µM | 0.098% of 340,000 active | AID 743397;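 active means mean replicate inhibition of at least 30% and at least 1% of replicates passing that level; inconclusive means only one of the two criteria is met; inactive means neither criterion is met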;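 further: 0% = median of the neutral control wells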
Vif imaging – blocks HIV Vif function. HEK293T cells, Vif self-association by quenched fluorescence, imaging, 24 h. inhibition, % at 7.49 µM. 0.35% of 340,000 active. AID 602346; in the data active means inhibition above about 50%, passing the limit was not always enough; inconclusive means no clear call, values can overlap the other calls; inactive means below about 31%; further: some results filed as inactive read as strong as hits
Active calls of the source: *; u = inconclusive; x = not tested or not shown.

SMILES	aDG glyco act	PDI inh	hiPSC survival	ABCB6 inh MLPCN	Glyco luc inh	H9c2 protect	HTR2A ag	Exocytosis inh	CaV13 FRET inh	Vif imaging
COC(=O)c1c(N(S(C)(=O)=O)S(C)(=O)=O)sc2c1CCN(c1ncc(C(F)(F)F)cc1Cl)C2	0.9	1.4	1.1	97.0	2.5	-12.0	6.0	3.2	-3.9	-12.1
Cc1ccnc(NC(=O)c2cccc(S(=O)(=O)N3CCCC3)c2)c1	-0.3	3.1	0.2	83.0	-0.5	-2.1	2.4	0.1	-2.8	-6.5
CC1CCCCC12NC(=O)N(CC(=O)OCC(=O)NCc1ccc(F)cc1)C2=O (configuration not stated)	-0.1	-4.6	0.3	99.0	-1.4	7.4	3.4	13.7	-2.0	-1.4
CN1/C(=C\C(=O)COC(=O)c2ccccc2O)C(C)(C)c2ccccc21	0.1	3.6	0.0	202.0	-2.2	-11.9	-4.8	6.0	-4.0	1.1
Cc1ccc(N(CC(=O)NC2CCCCC2)C(=O)CNC(=O)c2ccco2)cc1F	-0.1	2.3	1.4	96.0	-0.3	-1.1	-4.3	0.1	-7.9	-7.0
Cc1cc(C)cc(NC(=O)CSc2nc3nc(C)cc(C)c3c(=O)[nH]2)c1	0.2	-3.9	-0.6	97.0	0.9	5.9	-0.6	1.5	-7.3	-1.0
COc1cc(NC(=O)CN2C(=O)c3ccccc3Sc3ccc(C(=O)N4CCOCC4)cc32)cc(OC)c1OC	-0.2	3.9	-0.4	95.0	-1.4	-1.1	2.3	-2.5	-1.8	-0.2
COC(=O)c1cn(-c2nc(C)c3c(n2)CCC3)nn1	0.0	0.0	0.2	99.0	1.0	2.9	-3.2	-3.0	-3.8	9.4
Cc1ccc(-c2nn3c(C)nnc3s2)cc1NC(=O)c1ccc(OC(C)C)cc1	-0.1	x	3.5	100.0	-1.9	6.7	-5.0	-4.3	-1.8	8.4
CC(=O)c1ccc(OC(C)C)c(Cc2c(O)nc(N)[nH]c2=O)c1	0.0	-1.2	-0.7	94.0	2.1	1.6	1.2	3.1	-3.6	-2.6
CC(=O)c1cccc(NC(=O)CNC(=O)c2sc3ccccc3c2Cl)c1	0.7	-6.2	-0.4	120.0	-5.4	-14.7	10.0	2.3	-7.0	-7.5
COc1ccc([C@H]2C[C@H](O)[C@@H](n3cc(C4CC4)nn3)CN2C(=O)c2cccs2)cc1	-0.2	-3.8	-0.9	97.0	0.9	10.5	4.2	-1.6	-10.1	0.8
O=C(NCCc1ccccn1)/C(=C/c1ccco1)NC(=O)c1ccccc1	0.0	-5.0	-0.5	98.0	3.4	2.4	5.0	-2.0	x	0.6
COCCCn1cc(C(=O)c2cc(Br)ccc2O)cc(C#N)c1=O	0.2	8.6	0.0	102.0	1.8	6.3	0.6	0.6	-5.7	-0.6
CC(=O)c1ccccc1NC(=O)COC(=O)C1CCCN1S(=O)(=O)c1ccccc1F (configuration not stated)	0.1	5.7	-0.3	95.0	-0.4	-3.1	6.3	-0.2	-5.6	-12.3
CCOC(=O)/C(=C/c1c[nH]c2ccccc12)NC(C)=O	-0.1	-5.1	-0.6	97.0	-0.9	0.1	4.7	1.3	-6.0	8.1
CC(C)C(NC(=O)c1c(F)cccc1F)C(=O)NCC(c1ccccc1)N(C)C (configuration not stated)	-0.4	-1.1	0.4	90.0	-2.7	9.2	4.2	0.3	4.6	u
O=C(Nc1ncccn1)c1cccc(F)c1	0.0	2.8	-0.4	100.0	2.6	7.9	8.3	-1.7	-4.1	-2.8
CCOc1ccc2[nH]c(SCC(=O)OC)c([N+](=O)[O-])c2c1	0.0	1.4	0.1	87.0	3.4	32.3	-0.2	9.2	-20.2	-2.9
CCOc1ccccc1N(CC(=O)Nc1ccccc1Br)S(=O)(=O)c1ccccc1	-0.2	5.1	-2.1	94.0	-5.9	-5.5	2.7	-5.6	-4.7	0.0
Cc1ccc(N/C(N)=N/c2nc(CSc3ccc(C)cc3)cc(=O)[nH]2)cc1	0.2	5.1	0.5	104.0	-4.2	-4.2	-8.2	8.7	-9.3	-3.2
COc1ccc(NC(C)=O)c2nc(C)c(C)nc12	-0.1	-1.1	5.0	102.0	1.3	1.7	-0.1	-0.6	-5.5	4.7
CN(C)c1nc(C(N)=O)nc(N2CCOCC2)n1	-0.3	-1.4	-1.5	96.0	0.7	2.2	2.3	7.5	-5.3	-3.2
CN(C)N=C1c2cc(S(=O)(=O)N(C)C)ccc2-c2ccc(S(=O)(=O)N(C)C)cc21	-0.3	5.4	0.0	96.0	-2.8	6.4	-2.8	0.9	-3.0	-4.1
O=C(CCC(=O)NCc1ccccc1)NCc1ccccc1	0.1	-7.2	-0.2	96.0	0.5	-6.0	-2.1	-3.8	-2.2	1.7
COc1ccc(-c2csc(NC(=O)CN3C(=O)CCC3=O)n2)cc1OC	-0.1	6.6	-0.5	99.0	2.2	7.7	-3.6	-0.8	-5.1	19.2
O=C(CN1CCN(c2ccc(F)cc2)CC1)Nc1ccccc1[N+](=O)[O-]	0.3	-2.8	-0.7	100.0	-1.5	8.1	-3.8	0.0	-4.6	-1.3
Cc1cc(C)c2[nH]c(=O)c(CN(Cc3ccco3)C(=S)NCC3CCCO3)cc2c1 (configuration not stated)	-0.1	1.6	2.6	100.0	0.2	3.6	0.3	4.9	-2.1	-9.9
COc1cc(C(=O)NC2CC(C)CC(C)(C)C2)cc(OC)c1OC (configuration not stated)	0.2	7.9	-1.6	99.0	0.9	3.3	0.2	2.9	-6.3	-2.7
Clc1ccc(C2CC(c3cccs3)n3ncnc3N2)c(Cl)c1 (configuration not stated)	0.1	x	-0.7	95.0	-7.3	-10.3	-2.8	-1.1	-1.9	5.4
O=C(Nc1ccccc1-c1nnc(SCc2ccccc2Cl)o1)c1ccccc1	0.2	-0.1	-0.7	105.0	-0.8	-2.0	-2.9	-1.2	-5.6	-4.3
CCn1ccnc1CNC(=O)c1ccc(OC2CCN(C(=O)COC)CC2)cc1	0.0	-19.0	-0.5	99.0	0.8	5.5	3.5	2.7	-2.4	1.4
Cc1cc(C)c(NC(=O)CCCN2CCOCC2)c(C)c1	-0.1	-4.5	-0.9	100.0	0.7	0.8	2.1	4.6	-4.2	x
CCOC(=O)C1(CCOC)CCN(C2C3CC4CC(C3)CC2C4)CC1 (configuration not stated)	0.2	3.8	-1.0	99.0	3.0	7.3	0.9	1.2	-5.1	29.4
CC(C)CNc1ncnc2c1ncn2[C@H]1CN(C2CCCC2)C[C@@H](CO)O1	0.0	1.4	-3.2	97.0	0.8	0.8	-5.0	-3.7	-6.6	4.1
COC(=O)c1ccccc1NC(=O)Cc1nc(-c2ccccc2)sc1-c1ccc(C)cc1	0.1	-1.4	-1.3	96.0	-4.0	-8.7	-4.3	-4.6	-2.7	0.0
ON=Cc1ccnc2ccccc12	0.0	-3.1	-0.7	97.0	-3.7	-0.1	5.1	-3.9	-12.7	-10.0
O=C(CSC1=NS(=O)(=O)c2cc(Cl)ccc2N1)NCc1ccc(F)cc1	-0.1	-0.6	-0.4	100.0	2.2	-5.0	-8.4	-5.9	-6.8	x
CCc1nc(SCC(=O)NCc2ccc(F)cc2)c2c(=O)n(C)c(=O)n(C)c2n1	-0.2	x	0.3	98.0	0.3	17.9	6.8	-0.7	-3.0	-5.8
Cc1ccc(S(=O)(=O)N2CCN(C(=O)COC(=O)CNC(=O)c3ccc(Cl)cc3Cl)CC2)cc1	-0.1	-0.3	-0.4	98.0	-1.4	-0.8	-18.0	19.7	-4.0	-12.8
CCn1c(=O)c2cc(C(=O)N(C)c3cc(C)ccc3OC)sc2c2ccccc21	0.4	6.5	-0.7	96.0	-1.8	4.4	-1.6	0.8	-1.7	16.4
COCCN(C(=O)CCc1ccccc1OC)c1nnc(-c2cccnc2)s1	-0.1	-4.1	-0.9	99.0	-0.3	-0.3	1.0	-10.1	-0.7	-3.2
Cc1nc(NC(=O)COC(=O)c2ccc(S(=O)(=O)N3CCc4ccccc4C3)cc2)c(Cl)cc1Cl	0.1	-2.9	-1.6	102.0	-0.8	-3.9	0.8	-2.6	-7.1	-2.9
Cc1cc(C)n(Cc2ccccc2F)c(=O)c1C#N	-0.1	-4.0	1.9	95.0	-0.1	14.5	0.0	2.6	-6.2	18.0
COc1cccc(NC(=O)C(NC2CCCC2)c2ccccc2)c1 (configuration not stated)	0.0	-4.7	3.4	92.0	-0.8	1.8	-1.3	2.4	-5.3	-19.9
O=C(Oc1ccc(=O)n(-c2ccccc2)n1)c1cccc(Cl)c1	0.5	u	2.9	96.0	0.9	45.4	3.9	9.6	-1.9	-9.6
C[C@H]1CN([C@@H](C)CO)C(=O)CCCn2nncc2CO[C@@H]1CN(C)Cc1ccc(C(=O)O)cc1	1.8	-2.5	2.9	92.0	2.1	3.7	0.7	1.2	-5.4	6.0
CCn1c2ccccc2c2cc(NC(=O)c3ccco3)ccc21	0.3	3.0	1.8	101.0	7.5	7.8	-2.3	11.4	-6.6	-0.5
COC(=O)[C@@]12C[C@@H](CC(=O)N3CCCC3)C(=O)N(Cc3ccccc3)C1=CCC(C)(C)C2	0.0	x	x	x	x	x	-7.8	-6.9	-10.8	x
O=C(COc1ccc(F)cc1Br)N1CCc2ccccc21	-0.2	-0.7	-3.6	99.0	-7.5	-15.6	1.4	-6.9	-3.4	8.2
The listing continues.
SMILES	aDG glyco act	PDI inh	hiPSC survival	ABCB6 inh MLPCN	Glyco luc inh	H9c2 protect	HTR2A ag	Exocytosis inh	CaV13 FRET inh	Vif imaging
CC(C)[C@H](NC(=O)c1cccc(S(=O)(=O)N2CCOCC2)c1)C(=O)NCc1ccc(F)cc1	0.3	-4.2	-4.1	98.0	0.6	-1.4	-0.9	0.4	-5.6	0.7
CCN(CC)CC(=O)c1c(N)n(Cc2ccccc2)c(=O)n(C)c1=O	0.0	1.7	-0.6	94.0	-1.1	-0.5	0.7	1.4	-6.4	-3.4
COCCN=c1scc(-c2ccccc2)n1/N=C/c1c[nH]c2ccccc12	-0.6	4.8	1.0	102.0	3.7	-11.0	-1.2	1.4	-5.2	1.6
O=c1c2ccccc2ncn1CCCOc1ccccc1[N+](=O)[O-]	-0.2	6.1	-0.7	99.0	-0.9	5.1	-6.1	-3.0	-5.2	-2.1
Cc1ccc(-c2nn(Cc3ccccc3)cc2C(=O)N2CCN(c3ccccn3)CC2)cc1	-0.2	2.4	-0.1	100.0	-2.1	-4.3	8.9	6.0	-4.5	-7.0
O=C(O)CC1(CC(=O)NCc2ccccn2)CCCCC1	0.0	-2.6	-0.6	101.0	3.3	2.8	-0.2	-1.5	-1.0	20.6
O=C(/C(=N/O)n1cncn1)c1ccccc1Cl	0.0	2.3	0.0	97.0	0.7	0.6	2.5	3.9	-4.6	2.1
